# Screens from PubChem.
# GPR151 activ = activators of human GPR151. activation, % at 11.2 µM. Q8TDV0. 1% of 650,000 active. PathHunter beta-arrestin GPR151 cells, luminescence. AID 1508602; in the data active = activation above about 4.9%;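 also: 0% = median of compound wells and 100% = cells with positive control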
# TEAD-YAP inh = TEAD-YAP interaction inhibition; AID 1259422; inhibition, % at 9.12 µM; HEK-TIYL cells, TEAD-Gal4/YAP UAS-luciferase luminescence; 1.4% of 640,000 active; in the data active = inhibition above about 32%;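 also: 0% = median of test compound wells and 100% = reference inhibitor wells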
# FBW7 activator = activators of human E3 ligase FBW7; 0.13% of 650,000 active; Q969H0; normalized activity (activation), % at 26.1 µM; AlphaScreen FBW7–phospho-cyclin E peptide binding, activator screen; in the data active = normalized activity above about 1.9%;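 also: purified mutant Fbw7 with reduced substrate affinity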
# Target sequence (Q969H0 whole entry, looked up): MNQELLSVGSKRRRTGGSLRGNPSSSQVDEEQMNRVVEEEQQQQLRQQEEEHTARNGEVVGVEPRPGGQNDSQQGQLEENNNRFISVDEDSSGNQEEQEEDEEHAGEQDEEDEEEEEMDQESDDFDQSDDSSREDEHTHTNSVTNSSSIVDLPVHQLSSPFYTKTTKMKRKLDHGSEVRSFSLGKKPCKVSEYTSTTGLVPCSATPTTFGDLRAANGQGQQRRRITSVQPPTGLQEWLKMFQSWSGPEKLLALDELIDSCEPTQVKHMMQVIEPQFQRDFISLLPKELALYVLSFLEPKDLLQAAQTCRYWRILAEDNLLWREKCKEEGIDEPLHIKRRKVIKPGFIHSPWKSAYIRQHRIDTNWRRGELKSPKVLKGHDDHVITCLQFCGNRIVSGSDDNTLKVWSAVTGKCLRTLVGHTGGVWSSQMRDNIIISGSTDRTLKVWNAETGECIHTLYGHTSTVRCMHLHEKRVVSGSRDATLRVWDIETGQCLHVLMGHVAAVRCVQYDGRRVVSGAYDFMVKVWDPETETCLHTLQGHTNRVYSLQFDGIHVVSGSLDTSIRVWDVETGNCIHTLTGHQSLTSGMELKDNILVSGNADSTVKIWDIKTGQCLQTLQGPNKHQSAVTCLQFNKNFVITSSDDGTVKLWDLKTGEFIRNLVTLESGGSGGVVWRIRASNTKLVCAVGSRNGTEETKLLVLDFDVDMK
# MITF primary = human MITF inhibition, primary screen | O75030 | AlphaScreen MITF homodimerization, bead proximity signal | 0.91% of 650,000 active | AID 1259374 | inhibition, % at 2.6 µM; in the data active = inhibition above about 50%;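 also: 0% = vehicle wells with protein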
# Active calls of the source: *; & = joins results of further samples.
1	Cc1cccc(C)c1NC(=O)C(NC(=O)Cc1cccs1)c1ccccc1 (stereo not given)
2	COC(=O)c1c(NC(=S)NN2CCOCC2)sc2c1CCCC2
3	CC(C)c1ccc(C(=O)Nc2ccccc2C(N)=O)cc1
4	COc1ccc(CCNC(=O)CN(c2ccc(Cl)cc2)S(C)(=O)=O)cc1OC
5	Cn1c(SCC(=O)c2ccc([N+](=O)[O-])cc2)nnc1C(F)(F)F
6	CCn1c2ccccc2c2nnc(SCC(=O)Nc3cc(C)on3)nc21

compound no.	1	2	3	4	5	6
GPR151 activ	0.3	1.0	0.7	-1.3	1.7	-0.7
TEAD-YAP inh	4.3	14.5	32.6*	1.2	4.7	-1.5
FBW7 activator	-0.1	0.0	0.4	0.3	0.1	0.1
MITF primary	-11.1	7.8	9.1	-4.4	8.3	10.0

7	Cc1sc2ncn(CC(=O)NCCC3=CCCCC3)c(=O)c2c1S(=O)(=O)N1CCOCC1
8	CC(C)Oc1ccc(C(=O)NCC2Cc3cc(F)cc(-c4cnccn4)c3O2)cc1 (stereo not given)
9	COc1ccc(S(=O)(=O)N(CC(=O)Nc2ccccc2C(F)(F)F)c2ccc(C)cc2)cc1
10	COC(=O)Nc1sc2c(c1C(=O)OC)CCCCCC2
11	Cc1ccc(C(=O)N/C(=C/c2ccccc2Cl)C(=O)Nc2ccc(Cl)cc2)cc1
12	CC1(C)CC(=O)C2=C(C1)N(c1ccc(Br)cn1)C(N)=C(C#N)C2c1cc(Br)cs1 (stereo not given)

compound no.	7	8	9	10	11	12
GPR151 activ	-0.2	-0.9	-2.0	-0.9	-0.6	-0.7
TEAD-YAP inh	3.8	0.2	-0.9	11.2	6.5	10.8
FBW7 activator	-0.4	-0.1	-0.1	0.0	0.0	0.0
MITF primary	-2.5	-11.8	-2.6	-1.9	-6.4	-7.5

13	O=C(Nc1cccc(Cl)c1)NC1CC1
14	COc1cc(NC(=O)N(C(C)C)C2CCN(C(C)=O)CC2)cc(OC)c1OC
15	COCCCn1c(CCC(=O)O)ccc1-c1ccc(C)cc1
16	CC1=NN(C(=O)c2cccnc2)C(O)(C(F)F)C1 (stereo not given)
17	CCS(=O)(=O)C1=NSC2=NC(=O)/C(=C\c3ccc(N(C)C)cc3)C(=N)N21
18	CC1=CC(c2ccccc2)n2nc(N)nc2N1 (stereo not given)

compound no.	13	14	15	16	17	18
GPR151 activ	-1.5	1.7	-1.8	-0.9	1.0	0.1
TEAD-YAP inh	-1.5	-3.3	-5.2	14.7	-1.8	-6.7
FBW7 activator	0.1	-0.1	0.0	1.3	-0.1	-0.1
MITF primary	-8.3	-4.6	-0.4	18.0	1.6	0.9

# The closing 4 records of the part above come first, to join the parts:
15	COCCCn1c(CCC(=O)O)ccc1-c1ccc(C)cc1
16	CC1=NN(C(=O)c2cccnc2)C(O)(C(F)F)C1 (stereo not given)
17	CCS(=O)(=O)C1=NSC2=NC(=O)/C(=C\c3ccc(N(C)C)cc3)C(=N)N21
18	CC1=CC(c2ccccc2)n2nc(N)nc2N1 (stereo not given)
19	CC(C(=O)O)c1ccc(N2Cc3ccccc3C2=O)cc1 (stereo not given)
20	c1nc2nc(Nc3ccc(N4CCOCC4)cc3)nc(Nc3ccc(OCCN4CCCCC4)cc3)c2[nH]1
21	COc1cc(/C=C/C(=O)NCc2ccc(Cl)cc2)c([N+](=O)[O-])cc1OC
22	CCCCOC(=O)c1ccc(NC(=O)C2CC(=O)N(c3ccc(F)cc3)C2)cc1 (stereo not given)
23	CCOC(=O)c1ccc(CS(=O)(=O)c2ccc(Cl)cc2)o1
24	COc1ccc(-n2nnnc2SCC(=O)c2ccc3c(c2)OCCO3)cc1

compound no.	15	16	17	18	19	20	21	22	23	24
GPR151 activ	-1.8	-0.9	1.0	0.1	-9.4&-7.1	-2.2	-0.1	-0.9	0.2	0.3
TEAD-YAP inh	-5.2	14.7	-1.8	-6.7	6.4	-20.1	4.0	10.6	-8.0	0.9
FBW7 activator	0.0	1.3	-0.1	-0.1	-0.1&0.1	0.0	0.0	-0.1	0.0	0.0
MITF primary	-0.4	18.0	1.6	0.9	1.6&13.9	0.1	10.0	3.2	-1.3	-11.0

25	Cc1ccc(OCC(=O)N(C)c2ccccc2)c(C)c1
26	O=C(Nc1cccc(F)c1)c1ccc(C(=O)Nc2cccc(F)c2)cc1
27	Cc1ccc(CCC(=O)N2CCC3(CC2)CC3C(=O)NCc2cccc(C)n2)cc1 (stereo not given)
28	CN1[C@@H](C(=O)Nc2ccc(F)cc2F)C[C@@H](c2ccco2)NS1(=O)=O
29	CCOC(=O)CCCN(Cc1ccccc1Cl)S(=O)(=O)c1ccc(C(C)(C)C)cc1
30	O=C(NCCN=C1NS(=O)(=O)c2ccccc21)C1=Cc2ccccc2OC1

compound no.	25	26	27	28	29	30
GPR151 activ	1.8	1.1	0.9	0.4	-0.6	0.4
TEAD-YAP inh	-20.3	-1.7	-0.7	7.0	8.5	-5.9
FBW7 activator	0.0	-0.1	0.0	0.0	0.3	-0.1
MITF primary	10.3	-15.0	12.8	-13.9	16.2	5.9

# Another view of some results above:
item	compound	GPR151 activ	TEAD-YAP inh	FBW7 activator	MITF primary
28	CN1[C@@H](C(=O)Nc2ccc(F)cc2F)C[C@@H](c2ccco2)NS1(=O)=O	0.4	7.0	0.0	-13.9
29	CCOC(=O)CCCN(Cc1ccccc1Cl)S(=O)(=O)c1ccc(C(C)(C)C)cc1	-0.6	8.5	0.3	16.2

# New compounds follow
31	O=C(CCS(=O)(=O)c1ccc(F)cc1)Nc1ccccc1-c1nc2ccccc2[nH]1
32	COc1cc(NC(=O)C(c2ccccc2)c2ccccc2)ccc1NC(=O)c1cc2ccccc2o1
33	N/C(=C\C(=O)/C=C/c1ccco1)C(F)(F)F
34	COc1cc(Nc2nc(N3CCc4ccccc4C3)nc3c2ncn3Cc2ccc(C(F)(F)F)cc2)cc(OC)c1OC
35	Cc1cccc(CSc2nc3nc(C)cc(C)n3n2)c1
36	COc1cccc(CNC(=O)Nc2ccc(-c3cn[nH]c3)cc2N(C)CCO)c1

compound no.	31	32	33	34	35	36
GPR151 activ	-0.1	0.1	1.0	0.3	-0.9	-1.2
TEAD-YAP inh	8.9	2.4	4.5	10.8	-16.7	54.1*
FBW7 activator	0.2	-0.1	-0.2	0.1	0.3	-0.1
MITF primary	2.5	-6.5	8.4	3.7	10.4	40.4

37	CCN1CCN(C(CNC(=O)Oc2ccccc2)c2cccnc2)CC1 (stereo not given)
38	COc1ccc(-c2cc3nc(C)c(CCC(=O)NCc4ccccn4)c(C)n3n2)c(OC)c1
39	COc1ccc(CNCc2cn3c(-c4cccc(Br)c4)nnc3s2)cc1
40	CC(=O)c1ccc(NC(=O)c2cc3nc(-c4ccc([N+](=O)[O-])cc4)cc(C(F)(F)F)n3n2)cc1
41	CC(C)CCNC(=O)C(=O)NCC(c1ccco1)S(=O)(=O)c1ccccc1 (stereo not given)
42	CC(C)NC(=O)c1cc(S(=O)(=O)N2CCC3(CC2)OCCO3)ccc1F

compound no.	37	38	39	40	41	42
GPR151 activ	-0.6	1.0	0.5	-0.4	-0.3	-0.8
TEAD-YAP inh	6.5	-1.8	7.1	-9.6	-2.7	11.0
FBW7 activator	0.1	-0.1	-0.2	0.1	-0.2	0.2
MITF primary	-2.9	5.0	4.3	-2.9	-4.2	-5.8

43	CS(=O)(=O)c1ncc(Cl)c(C(=O)Nc2cc(C(F)(F)F)ccc2Cl)n1
44	Cc1ccc(S(=O)(=O)NCC(=O)NCC(=O)O)cc1
45	COc1ccc(C(=O)Nc2ccc(N3CC4CC(C3)c3cccc(=O)n3C4)c(C#N)c2)cc1OC (stereo not given)
46	Cc1cc2c(c(=O)o1)C(c1ccc(F)cc1)C(C#N)=C(N)O2 (stereo not given)
47	O=C(CNc1cccc2ccccc12)N/N=C/c1ccc(O)cc1O
48	O=C(Cc1noc2ccccc12)NCc1ccccc1Cl

compound no.	43	44	45	46	47	48
GPR151 activ	2.6	-0.5	-1.1	0.2	1.6	1.1
TEAD-YAP inh	-2.4	-13.4	1.8	-6.2	17.8	12.6
FBW7 activator	0.0	0.1	-0.1	-0.1	0.4	0.0
MITF primary	16.0	-17.3	3.7	-7.7	13.7	1.5

49	COc1ccc(CN2CCN(Cc3ccccc3F)CCC2=O)cc1
50	O=C1OC(c2ccccc2[N+](=O)[O-])=N/C1=C\c1ccc(OCc2ccccc2)cc1
51	Fc1ccc(-c2cc(C(F)(F)F)on2)cc1
52	CC(C)NC(=S)N1CCN(S(=O)(=O)c2cccc(C(F)(F)F)c2)CC1
53	COC(=O)c1cc2occc2n1Cc1cccc(C)c1
54	O=C(COC(=O)C1C=CCCC1)c1ccccc1 (stereo not given)

compound no.	49	50	51	52	53	54
GPR151 activ	2.6	-2.2	-0.9	2.0	-0.3	0.4
TEAD-YAP inh	-4.1	-21.7	-12.6	-1.8	0.9	-5.2
FBW7 activator	-0.3	-0.1	0.0	-0.1	-0.1	-0.1
MITF primary	8.2	1.2	3.6	-2.2	3.2	18.8

# Three compounds from above, sorted by length of the SMILES, smallest number first:
51	Fc1ccc(-c2cc(C(F)(F)F)on2)cc1
49	COc1ccc(CN2CCN(Cc3ccccc3F)CCC2=O)cc1
52	CC(C)NC(=S)N1CCN(S(=O)(=O)c2cccc(C(F)(F)F)c2)CC1

compound no.	51	49	52
GPR151 activ	-0.9	2.6	2.0
TEAD-YAP inh	-12.6	-4.1	-1.8
FBW7 activator	0.0	-0.3	-0.1
MITF primary	3.6	8.2	-2.2

# Following part
55	O=C(Nc1ccc(Cl)cn1)c1ccccc1-c1ccccc1
56	COc1ccc(NC(=O)c2c(NC(=O)c3ccncc3)sc3c2CCC(C(C)(C)C)C3)cc1 (stereo not given)
57	COCCNC(=S)Nc1ccc(C)c(F)c1
58	CC1=C(C(=O)OCCOc2ccccc2)C(c2ccccc2)NC(=O)N1 (stereo not given)
59	COc1ccc(N2CCN(C(c3nnnn3Cc3cccs3)C(C)C)CC2)cc1 (stereo not given)
60	N#CSc1sc(N)nc1-c1ccccc1

compound no.	55	56	57	58	59	60
GPR151 activ	-1.1	1.5	0.4	1.3	0.6	-0.5
TEAD-YAP inh	-4.5	2.6	-14.3	-4.5	1.9	21.5
FBW7 activator	-0.2	0.0	1.0	0.0	0.1	-0.1
MITF primary	4.8	-10.9	2.6	9.4	-4.9	23.9

# Taken from above:
# compound 13 @ FBW7 activator = 0.1
# compound 37 @ FBW7 activator = 0.1
# compound 9 @ GPR151 activ = -2.0
# compound 28 @ MITF primary = -13.9
# compound 19 @ GPR151 activ = -9.4&-7.1
# compound 33 @ TEAD-YAP inh = 4.5

# Other records.
61	O=C(CCCc1ccccc1)NCc1ccc(F)cc1
62	Cc1ccc(-c2c[n+](=O)c3c(n2[O-])CCCC3)cc1
63	Nc1ccccc1C(=O)N1CCC(c2c[nH]c3ccccc23)CC1
64	CC(C)Cc1nc2sc3c(=O)[nH]cnc3c2c2c1COC(C)(C)C2
65	O=C(NCCSCc1ccccc1)c1ccc(N2CC3CC(C2)c2cccc(=O)n2C3)c(NC(=O)c2ccc(F)cc2)c1 (stereo not given)
66	Cn1c(=O)n(C)c2cc(/C=N/NC(N)=S)ccc21

compound no.	61	62	63	64	65	66
GPR151 activ	-0.3	0.3	0.1	0.5	-0.5	-0.7
TEAD-YAP inh	0.2	-2.9	0.9	0.8	7.0	8.1
FBW7 activator	0.1	0.7	-0.1	0.0	-0.1	0.3
MITF primary	7.8	4.4	-5.9	8.9	-4.1	-9.6

67	Cc1cc(-c2ccncc2)c(C)cc1NC(=O)C1COc2ccccc2O1 (stereo not given)
68	COc1ccc(-c2csc(-c3cccnc3)n2)cc1OC
69	Cn1cc(CN2CCN3C(=O)[C@@H](Cc4ccccc4)NC(=O)[C@H]3C2)c(-c2ccccc2)n1
70	Cc1cccc(NC(=O)CN(C2=NC3CS(=O)(=O)CC3S2)c2ccc(Cl)cc2)c1 (stereo not given)
71	Cc1cc(N)n(-c2ccccc2C(F)(F)F)n1
72	O=C(NC1CCCCCCC1)c1cc(S(=O)(=O)N2CCCC2)c[nH]1

compound no.	67	68	69	70	71	72
GPR151 activ	1.8	-0.4	0.9	0.9	0.2	-0.8
TEAD-YAP inh	-7.9	-64.2	3.9	7.7	5.5	10.1
FBW7 activator	-0.2	-0.1	0.0	-0.7	0.0	0.3
MITF primary	10.4	-10.4	16.8	6.0	14.6	8.2

73	Cc1sc2nc(C3CCCN(C(=O)c4cnccn4)C3)[nH]c(=O)c2c1C (stereo not given)
74	Cc1c(Cl)cccc1NC(=O)CN1CCN(Cc2ccc3c(c2)OCO3)CC1
75	CCOc1cc(Br)cc(/C=C2\SC(=S)N(C)C2=O)c1O
76	COc1ccc(CN2CC(=O)N(c3ccc(C)cc3)C2=S)cc1OC
77	COc1ccc(C(CC(=O)N2CCCCC2)NS(=O)(=O)c2ccc(F)cc2)cc1 (stereo not given)
78	COc1ccc2c(=O)c(Oc3ccccc3Br)c(C(F)(F)F)oc2c1

compound no.	73	74	75	76	77	78
GPR151 activ	-0.2	1.2	0.1	-0.1	-1.6	0.3
TEAD-YAP inh	-17.2	-1.8	7.4	-8.7	-4.9	-1.8
FBW7 activator	-0.1	0.0	-0.2	0.0	0.0	0.0
MITF primary	3.0	3.8	15.5	-1.2	-5.0	11.2
